Yeast growth tox – yeast growth toxicity, wild-type and mutant, primary screen, cytotoxicity control for eIF2B function restoration project, wild-type and eIF2Bepsilon R284H mutant, A595; S. cerevisiae wild-type growth, A595 turbidity, 16 h; growth inhibition, % at 25 µM (by protocol); 0.3% of 30,000 active; AID 685, 2007;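 active = mutant and wild-type yeast strains alike exhibit over 30% growth inhibition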;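 also: 0% = untreated cell controls and 100% = YPD media blanks without cells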
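Incubation: 16 h growth with compound, 30 °C; Material: S. cerevisiae wild-type or eIF2Bepsilon-R284H mutant strain; Signal: turbidity measured as absorbance at 595 nm; Medium: YPD yeast growth medium; Measure: growth inhibition (%) versus cell controls and blanks; Doses: 25 µM single dose.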
eIF2B yeast act – GCN4-lacZ reporter reduction in eIF2B-epsilon mutant yeast, primary screen, S. cerevisiae, eIF2B-epsilon R284H, Beta-Glo luminescence | inhibition, % at 25 µM (by protocol) | 0.91% of 27,000 active | AID 688, 2007;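 active = mutant luminescence inhibited past about 50% while wild type luminescence and mutant growth stay under set limits, limit read from the data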; also: some compounds called inactive have numbers as strong as hits
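Material – yeast eIF2B-epsilon R284H mutant carrying GCN4–beta-galactosidase fusion · Medium – YPD yeast growth medium · Compound – one concentration, 25 µM, 0.25% DMSO · Times – 16 h at 30 °C exposure · Signal – Beta-Glo luminescence plus absorbance at 595 nm · Read-out – % inhibition of reporter signal and growth versus controls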
Yeast growth tox inhibition % – recorded beside Yeast growth tox, whose call it bears; growth inhibition, %; S. cerevisiae eIF2Bepsilon-R284H mutant growth, A595 turbidity, 16 h;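 each compound tested once at 25 µM; 0% equals untreated cells and 100% equals cell-free medium blanks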
eIF2B yeast act mutant toxicity – further read-out of eIF2B yeast act, marked with its call; growth inhibition, %; measured here: mutant yeast growth, toxicity;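 each compound tested once at 25 µM; zero equals untreated control growth and 100 equals blank medium absorbance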
Starred values were filed as active, the others as inactive; . = not tested or not shown.

SMILES	Yeast growth tox	Yeast growth tox inhibition %	eIF2B yeast act	eIF2B yeast act mutant toxicity
CCCCCn1c(N)c(C(=O)NCc2cccs2)c2nc3ccccc3nc21	3	-19	9	-19
O=C1C2(c3ccccc3)CN3CN(C2)CC1(c1ccccc1)C3	11	12	.	.
CCOC(=O)c1cncn1C(C)c1ccccc1 (stereo unspecified)	-2	-14	16	-14
CSc1ccc(C(=O)C(C)(C)N2CCOCC2)cc1	0	-3	-8	-3
CC(C)NS(=O)(=O)c1ccc(OCC(=O)N2CCN(Cc3ccccc3)CC2)c(Cl)c1	2	0	-13	.
O=c1c2ccccc2nc(CN2CCOCC2)n1-c1ccccc1F	6	-32	41	-32
C=CCn1c(O)c(C(CC)=NCCc2ccccc2)c(=O)[nH]c1=O	6	16	13	16
CN1CCN(c2ccc(N)cc2)CC1	-12	-19	16	-19
Clc1ccc(N2CCN(Cc3ccccc3Cl)CC2)cc1	0	17	7	17
CC(C)Cc1[nH]c(=O)c(C#N)c2c1CCC2	.	.	-13	.
Cc1cc(OCc2cc(C(=O)O)oc2C)c2c3c(c(=O)oc2c1)CCCC3	13	22	11	22
CN(C)C(=O)Oc1c(Cl)cc(Cl)c2ccccc12	18	3	20	3
c1cncc(CNC2=NCCC2)c1	8	-9	19	-9
CC(NC(=O)Oc1ccccc1)C(c1cccs1)N1CCOCC1 (stereo unspecified)	-5	8	37	8
CCCCn1c(O)c(C(C)=NCCCN(C)C)c(=O)[nH]c1=O	8	6	15	6
CCOP(=O)(OCC)C(NC(=O)C(Cl)Cl)C(Cl)(Cl)Cl (stereo unspecified)	1	-18	-5	-18
CCOP(=S)(OCC)SCC(=O)NC(C)(CC)C(=O)O (stereo unspecified)	-7	0	13	.
C=CCn1c(O)c(C=NCCCOc2ccc(CC)cc2)c(=O)[nH]c1=S	-17	3	42	3
O=C(Nc1ccccc1OC(=O)N1CCCCC1)N1CCCCC1	14	8	24	8
CC1CCCN(CC(=O)N2CCCc3ccccc32)C1 (stereo unspecified)	-1	-10	0	-10
Fc1cccc(F)c1CN1CCN(Cc2c(F)cccc2F)CC1	-10	-41	17	-41
CC(C)C12CN3CCN(CC(C3)/C1=N\O)C2	9	0	-15	.
C#CCOCOCC#CCN(CC)CC	24	5	.	.
COc1ccc2c(c1)CC1(CN2C)C(=O)NC(=O)N(CCc2ccccc2)C1=O (stereo unspecified)	3	7	-2	7

Quoted at random: two compounds from above, in no set order.
SMILES	Yeast growth tox	Yeast growth tox inhibition %	eIF2B yeast act	eIF2B yeast act mutant toxicity
CCOP(=O)(OCC)C(NC(=O)C(Cl)Cl)C(Cl)(Cl)Cl (stereo unspecified)	1	-18	-5	-18
CC1CCCN(CC(=O)N2CCCc3ccccc32)C1 (stereo unspecified)	-1	-10	0	-10

The list continues.
SMILES	Yeast growth tox	Yeast growth tox inhibition %	eIF2B yeast act	eIF2B yeast act mutant toxicity
Cc1ccc2c(c1)N(CCC(=O)N1CCC3(CC1)OCCO3)C(=O)CO2	9	13	41	13
Cc1ccc(Cl)cc1-n1c(O)c(C=NCCCN2CCOCC2)c(=O)[nH]c1=O	20	-4	19	-4
O=c1[nH]c(=O)n(Cc2ccc(F)cc2)c(O)c1C=NCC1CCCO1 (stereo unspecified)	-6	0	9	.
CCOC(=O)c1ccc(N2C(=O)CC(N3CCC(C#N)(c4ccccc4)CC3)C2=O)cc1 (stereo unspecified)	-6	9	5	9
CCC12CN3CC(CC)(CN(C1)C3c1cccnc1)C2=O (stereo unspecified)	11	15	.	.
O=C(Cc1ccccc1)N1CCN(CC2CC3C=CC2C3)CC1 (stereo unspecified)	-1	3	-14	3
CN1/C(=C\C=C\C2=[N+](C)c3ccc4ccccc4c3C2(C)C)C(C)(C)c2ccccc21	.	.	96	75
CCCCCCN=C(C)c1c(O)n(Cc2ccccc2)c(=O)[nH]c1=O	16	-5	.	.
O=C(CCC(=O)N1CCC2(CC1)OCCO2)Nc1nnc(C(F)(F)F)s1	21	-4	1	-4
C=CCn1c(O)c(C(C)=NCCCN2CCOCC2)c(=O)[nH]c1=O	-2	-9	1	-9
CC(C)NC(=O)Cn1cc(C(=O)c2ccccc2F)c2ccccc21	-21	-16	.	.
O=c1[nH]c(=O)n(C2CCCCCC2)c(O)c1C=NC1CCN(Cc2ccccc2)CC1	8	10	21	10
CCC(=Nc1cc(OC)ccc1OC)c1c(O)[nH]c(=O)[nH]c1=O	-4	0	-36	.
CCCCCCN=C(C)c1c(O)n(CCCC)c(=O)[nH]c1=O	-17	-7	9	-7
CCC(=NCCCN(CC)CC)c1c(O)n(C2CCCCC2)c(=O)[nH]c1=O	20	15	-10	15
CC(C)NC(C)C(=O)C12CC3CC(CC(C3)C1)C2 (stereo unspecified)	10	8	-12	8
O=P(C(=Nc1ccc(Cl)cc1)N1CCOCC1)(N1CCOCC1)N1CCOCC1	18	9	13	9
O=C(CN1C(=O)CN=C(c2ccccc2)c2ccccc21)NCc1ccco1	6	-15	30	-15
CN=C(SCc1cc2c(cc1Cl)OCO2)c1c(O)n(C)c(=O)n(C)c1=O	5	0	-6	.
Cc1ccc2c(c1)CC1(CN2C)C(=O)NC(=O)N(c2ccc(C)c(C)c2)C1=O (stereo unspecified)	10	16	17	16
Cc1ccc(-c2cc(C(F)F)n3ncc(C(=O)N4CCC5(CC4)OCCO5)c3n2)cc1	6	8	.	.
O=P(NS(=O)(=O)c1ccc(Cl)cc1)(Oc1ccccc1)Oc1ccccc1	-3	-12	12	-12
C=CP(=O)(O)c1ccccc1	16	-11	15	-11
NCC(CC(=O)O)C1CCCCC1 (stereo unspecified)	8	5	20	5
O=c1[nH]c(=O)n(CCC2=CCCCC2)c(O)c1C=NCCCn1ccnc1	10	8	7	8
Cc1ccc(N2C(=O)NC(=O)C3(Cc4ccccc4N4CCN(c5ccccc5)CC43)C2=O)cc1 (stereo unspecified)	21	-4	-3	-4
COc1ccc(CN2CCN(c3ccccc3F)CC2)cc1O	8	18	.	.
Cc1nc2c(=O)n(C)c(=O)nc-2n(C)n1	8	16	.	.
OC1(CN2CCOCC2)C2CC3CC(C2)CC1C3 (stereo unspecified)	10	7	22	7
COc1ccc(N=C(C)c2c(O)n(C3CCCCC3)c(=O)[nH]c2=O)c(OC)c1	-10	-18	.	.
COCCOC(=O)C1=C(N)Oc2c(c(=O)oc3ccccc23)[C@@]12C(=O)Nc1ccccc12	5	7	11	7
CCOC(=O)N(C)c1ccc(C(O)(C(=O)OCC)C(F)(F)F)cc1 (stereo unspecified)	29	4	3	4
O=C(c1cnn2c(C(F)(F)F)cc(-c3ccccc3)nc12)N1CCC2(CC1)OCCO2	21	20	.	.
O=C(O)Cn1cc(C(=O)c2ccccc2)c2ccccc21	-8	0	.	.
O=C(c1ccccc1F)c1cn(CC(=O)N2CCCC2)c2ccccc12	2	7	.	.
O=CC(Cl)P(=O)(N1CCCCC1)N1CCCCC1 (stereo unspecified)	-1	14	0	14
CCCCn1c(O)c(C(C)=NCc2cc(OC)cc(OC)c2)c(=O)[nH]c1=O	-8	5	.	.
CCN1CCN(Cc2cc(Br)ccc2O)CC1	9	10	.	.
Nc1c(C(=O)OCC2CCCO2)c2nc3ccccc3nc2n1Cc1cccs1 (stereo unspecified)	16	20	20	20
ON1C2CCCCC2N(O)C1c1ccccc1F (stereo unspecified)	28	-5	10	-5
COc1ccc(N2C(=O)CC(N3CCC(n4c(=O)[nH]c5ccccc54)CC3)C2=O)cc1 (stereo unspecified)	0	12	.	.
FC(F)(F)c1ccc2c(c1)NP(=S)(N1CCOCC1)c1nccn1-2 (stereo unspecified)	15	9	4	9
CCNc1ccc(P(=S)(N(C)C)N(C)C)cc1	-2	0	10	.
Cc1cccc(C)c1NC(=O)CN(C)CC(=O)Nc1ccc(C#N)c(Cl)c1	6	-19	10	-19
O=C(Cn1c2c(c(-c3ccccc3Cl)cc1=O)CCC2)N1CCC2(CC1)OCCO2	1	4	13	4
Cc1[nH]c2c(C(F)(F)F)cccc2c1CCN	16	11	29	11
CC(C)CCC1(CN2CCCC2=O)C(=O)NC(=O)NC1=O	16	17	.	.
COc1cc2[nH]c(=O)n(-c3ccccc3)c(=O)c2cc1OC	3	19	.	.
CCC(CC)C(=O)NC1CCSC1=O (stereo unspecified)	4	-21	20	-21
CCCCn1c(O)c(C=Nc2c(C)n(C)n(-c3ccccc3)c2=O)c(=O)[nH]c1=O	5	8	-4	8
CN(C)C(=O)Oc1ccc2ccccc2c1Cl	1	9	.	.

Nothing new here: 24 of the compounds above.
SMILES	Yeast growth tox	Yeast growth tox inhibition %	eIF2B yeast act	eIF2B yeast act mutant toxicity
O=c1[nH]c(=O)n(CCC2=CCCCC2)c(O)c1C=NCCCn1ccnc1	10	8	7	8
Cc1ccc(N2C(=O)NC(=O)C3(Cc4ccccc4N4CCN(c5ccccc5)CC43)C2=O)cc1 (stereo unspecified)	21	-4	-3	-4
COc1ccc(CN2CCN(c3ccccc3F)CC2)cc1O	8	18	.	.
Cc1nc2c(=O)n(C)c(=O)nc-2n(C)n1	8	16	.	.
OC1(CN2CCOCC2)C2CC3CC(C2)CC1C3 (stereo unspecified)	10	7	22	7
COc1ccc(N=C(C)c2c(O)n(C3CCCCC3)c(=O)[nH]c2=O)c(OC)c1	-10	-18	.	.
COCCOC(=O)C1=C(N)Oc2c(c(=O)oc3ccccc23)[C@@]12C(=O)Nc1ccccc12	5	7	11	7
CCOC(=O)N(C)c1ccc(C(O)(C(=O)OCC)C(F)(F)F)cc1 (stereo unspecified)	29	4	3	4
O=C(c1cnn2c(C(F)(F)F)cc(-c3ccccc3)nc12)N1CCC2(CC1)OCCO2	21	20	.	.
O=C(O)Cn1cc(C(=O)c2ccccc2)c2ccccc21	-8	0	.	.
O=C(c1ccccc1F)c1cn(CC(=O)N2CCCC2)c2ccccc12	2	7	.	.
O=CC(Cl)P(=O)(N1CCCCC1)N1CCCCC1 (stereo unspecified)	-1	14	0	14
CCCCn1c(O)c(C(C)=NCc2cc(OC)cc(OC)c2)c(=O)[nH]c1=O	-8	5	.	.
CCN1CCN(Cc2cc(Br)ccc2O)CC1	9	10	.	.
Nc1c(C(=O)OCC2CCCO2)c2nc3ccccc3nc2n1Cc1cccs1 (stereo unspecified)	16	20	20	20
ON1C2CCCCC2N(O)C1c1ccccc1F (stereo unspecified)	28	-5	10	-5
COc1ccc(N2C(=O)CC(N3CCC(n4c(=O)[nH]c5ccccc54)CC3)C2=O)cc1 (stereo unspecified)	0	12	.	.
FC(F)(F)c1ccc2c(c1)NP(=S)(N1CCOCC1)c1nccn1-2 (stereo unspecified)	15	9	4	9
CCNc1ccc(P(=S)(N(C)C)N(C)C)cc1	-2	0	10	.
Cc1cccc(C)c1NC(=O)CN(C)CC(=O)Nc1ccc(C#N)c(Cl)c1	6	-19	10	-19
O=C(Cn1c2c(c(-c3ccccc3Cl)cc1=O)CCC2)N1CCC2(CC1)OCCO2	1	4	13	4
Cc1[nH]c2c(C(F)(F)F)cccc2c1CCN	16	11	29	11
CC(C)CCC1(CN2CCCC2=O)C(=O)NC(=O)NC1=O	16	17	.	.
COc1cc2[nH]c(=O)n(-c3ccccc3)c(=O)c2cc1OC	3	19	.	.

High-throughput results (PubChem)

The list is partial; rates above refer to the full screens.
